# Compound activity from PubChem BioAssay.
# ADAM10 inh: inhibits human ADAM10 | O14672 | inhibition, % at 7 µM | AID 720582 | hit rate 0.62% among 370,000 | recombinant ADAM10, EDANS/DABCYL FRET peptide cleavage, 3 h;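 active = inhibition above a per-campaign cutoff equal to the mean of compounds falling between control-based bounds plus 3 SD, cut at about 20% in these data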;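 note: 0% = DMSO wells while the 100% control is not disclosed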
# hgDAF12 agonist: agonists of H. glycines DAF-12 nuclear receptor; HEK293 GAL4-hgDAF12 UAS-luciferase reporter, agonist luminescence; normalized to butyrate control; activation, % at 6.8 µM; hit rate 1.8% among 370,000;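 active = activation above a cutoff set at the mean of all screened compounds plus 3 SD, cut at about 10% in these data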;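 note: 0% = DMSO wells and 100% = sodium butyrate wells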
# SMARCA2 activ: SMARCA2 function activation, primary screen. hit rate 1% among 370,000. MG213 cells, MMTV-luciferase reporter, dexamethasone, overnight. activation, % at 9.1 µM. AID 652017; in the data active = activation above about 7.8%;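 note: 0% = vehicle wells and 100% = reference activator wells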
# FXN GAA850 act: increases GAA850 frataxin promoter reporter activity; HEK293 lucGAA850 FXN promoter luciferase reporter, 24 h; percent of 10 µM SAHA response; activation, % at 6 µM; hit rate 0.56% among 360,000; AID 540364;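 active = activation above the average of all compounds screened plus 3 SD, cutoff fixed separately per campaign, cut at about 7.5% in these data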;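 note: 0% = DMSO wells and 100% = 10 µM SAHA wells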
# GC-A act: GC-A (human) enzyme activation. HEK293 GC-A cells, cGMP TR-FRET, EC30 ANP; 0% at EC30 ANP, 100% saturating ANP. hit rate 0.14% among 370,000. AID 1671463. activation, % at 10 µM; in the data active = activation above about 40%
# Target sequence (P16066 whole entry, looked up): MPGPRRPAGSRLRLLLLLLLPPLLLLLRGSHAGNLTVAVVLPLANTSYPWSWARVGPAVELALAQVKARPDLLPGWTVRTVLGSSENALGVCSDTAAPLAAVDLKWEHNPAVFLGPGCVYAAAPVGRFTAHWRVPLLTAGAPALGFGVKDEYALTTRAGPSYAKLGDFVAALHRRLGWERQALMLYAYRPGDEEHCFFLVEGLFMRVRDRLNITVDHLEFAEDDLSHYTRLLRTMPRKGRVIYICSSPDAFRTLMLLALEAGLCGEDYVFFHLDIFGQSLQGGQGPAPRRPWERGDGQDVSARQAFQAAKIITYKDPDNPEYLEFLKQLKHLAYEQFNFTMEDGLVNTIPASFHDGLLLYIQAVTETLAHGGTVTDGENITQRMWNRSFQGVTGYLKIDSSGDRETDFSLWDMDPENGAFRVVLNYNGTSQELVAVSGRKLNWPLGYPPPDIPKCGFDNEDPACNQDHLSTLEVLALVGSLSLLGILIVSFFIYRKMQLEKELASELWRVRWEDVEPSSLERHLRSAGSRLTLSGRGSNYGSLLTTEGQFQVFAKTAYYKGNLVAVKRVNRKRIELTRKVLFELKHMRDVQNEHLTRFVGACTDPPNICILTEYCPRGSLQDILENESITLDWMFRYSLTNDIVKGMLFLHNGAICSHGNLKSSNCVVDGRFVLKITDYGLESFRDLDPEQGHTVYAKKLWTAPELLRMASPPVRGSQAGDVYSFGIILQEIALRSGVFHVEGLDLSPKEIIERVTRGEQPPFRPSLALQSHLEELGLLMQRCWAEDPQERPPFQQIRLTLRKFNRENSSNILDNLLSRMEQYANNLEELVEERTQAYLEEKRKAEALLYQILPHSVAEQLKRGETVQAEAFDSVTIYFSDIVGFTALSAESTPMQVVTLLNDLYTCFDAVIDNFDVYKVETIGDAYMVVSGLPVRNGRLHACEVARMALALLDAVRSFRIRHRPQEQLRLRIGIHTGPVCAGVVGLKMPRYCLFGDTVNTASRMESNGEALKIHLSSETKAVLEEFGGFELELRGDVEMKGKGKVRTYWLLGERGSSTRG
# hcDAF-12 act: H. contortus DAF-12 activation, primary screen. HEK293 hcDAF-12 lit1-tk-luc reporter, luminescence; 0% DMSO, 100% Δ7-dafachronic acid. activation, % at 6.8 µM. hit rate 1.4% among 370,000. AID 652067;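 active = activation above the mean of all tested compounds plus 3 SD, cut at about 5.5% in these data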;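 note: 100% = response to 3 µM Δ7-dafachronic acid high control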
# DAX1 inh-1: inhibits human nuclear receptor DAX1; HEK293 Gal4-DAX1 luciferase reporter, luminescence; inhibition, % at 6.75 µM; hit rate 0.99% among 340,000; AID 504766;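 active = inhibition above the mean over all tested compounds plus 3 SD, cut at about 4.2% in these data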;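 note: 0% = DAX1-transfected cells with DMSO and 100% = empty-vector control cells with DMSO; inhibition shows as a rise in luminescence from relieved DAX1 repression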
# DAX1 inh-2: DAX1 (NR0B1) inhibition, primary screen. HEK293T StAR-luciferase reporter, SF-1/DAX-1 repression relief. inhibition, % at 6.8 µM. hit rate 1.1% among 370,000. AID 652010;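 active = inhibition above the mean over all tested compounds plus 3 SD, cut at about 3.6% in these data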;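 note: 0% = DAX-1 cells with DMSO and 100% = cells lacking DAX-1 with DMSO; higher inhibition means more luminescence from relief of DAX-1 repression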
# ssDAF12 agonist: activates DAF-12 receptor from parasite S. stercoralis | HEK293 ssDAF-12/GRIP1 lit1-tk-luc reporter, luminescence; % of 3 µM dafachronic acid response | activation, % at 6.8 µM | hit rate 1% among 370,000;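 active = activation above the mean over all tested compounds plus 3 SD, cut at about 0.9% in these data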;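 note: 0% = DMSO-only wells and 100% = 3 µM delta7-dafachronic acid wells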
# GC-B act: GC-B (human) receptor activation | hit rate 0.11% among 370,000 | HEK293-GC-B cells, CNP EC30, cGMP TR-FRET; 0% at EC30 CNP, 100% saturating CNP | activation, % at 10 µM | P20594;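 active = activation at 10 µM reaching about 35% in either raw or pattern-adjusted values, limit read from the data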
# sPLA2-III inh: Blocks human group III sPLA2 activity. Q9NZ20. QFRET BODIPY PC-A2 liposome hydrolysis, fluorescence. inhibition, % at 12.2 µM. hit rate 0.56% among 370,000. AID 743126;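 active = inhibition above mean plus 3 SD of compounds lying within the high and low control bounds, cut at about 19% in these data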;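 note: 0% = median of test compound wells and 100% = no enzyme DMSO wells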
# * hit, by the source's call; / = not tested or not shown.
SMILES,ADAM10 inh,hgDAF12 agonist,SMARCA2 activ,FXN GAA850 act,GC-A act,hcDAF-12 act,DAX1 inh-1,DAX1 inh-2,ssDAF12 agonist,GC-B act,sPLA2-III inh
Nc1c(C(=O)NCCc2ccccc2)nnn1Cc1ccc(Br)cc1F,6,1.5,-2,2.1,-1,-1.3,3.3,0.1,-0.8,4,3
Nc1nonc1-n1nnc(C(=O)N/N=C/C2CCCCC2)c1-c1ccccc1,-3,-2.3,0,-1.0,8,-1.8,0.0,-0.5,-0.6,-5,-5
COc1cccc(OC)c1C(=O)NC(C)CCc1ccccc1 (stereo unspecified),-4,0.9,-3,-0.2,-4,0.7,1.8,0.3,-0.7,3,15
O=C(Cn1cc2c(n1)CCCC2)NCc1cccs1,-6,-2.4,2,0.7,-1,-2.0,1.5,0.7,-2.1,0,3
Cc1ccc(C)c(Oc2ccc(S(=O)(=O)N3CCN(C)CC3)cn2)c1,2,-1.8,-1,-0.2,-2,-0.9,0.9,0.3,-0.2,9,-2
CC(C)c1ccc(NC(=O)C2CC(=O)N(C(C)C)C2)cc1 (stereo unspecified),-1,-0.6,-6,0.5,4,-0.4,-0.4,0.6,0.0,1,1
COCCCNC(=O)CSc1nc2cc3c(cc2c(=O)n1CCCC(=O)NCc1ccc(OC)cc1)OCO3,7,-1.6,1,-0.9,-4,-0.5,1.1,-0.6,-1.4,-3,1
CN(CC(=O)Nc1ccc(N2CCOCC2)cc1)CC(=O)Nc1ccc(Cl)cc1[N+](=O)[O-],17,-3.1,6,1.1,2,-0.6,-0.6,-1.1,-1.5,-4,12
O=C(O)COCC(=O)Nc1cc(C(F)(F)F)cc(C(F)(F)F)c1,-8,2.0,-2,-1.6,3,-0.1,1.7,0.2,-1.6,-5,-1
O=C(Nc1nccs1)C1CC(=O)N(c2ccc(F)cc2)C1 (stereo unspecified),1,1.0,2,0.6,-1,-0.3,-0.8,-0.3,-0.7,-3,1
COc1ccc(CNC(=O)CN(Cc2ccco2)C(=O)CCC(=O)Nc2ccccn2)cc1,-10,-1.9,-4,1.0,-3,-2.5,-0.2,0.0,-1.1,-2,4
CC1=C(C(=O)N2CCCCCC2)CC(CC(=O)NC2CCCCC2)C(=O)N1Cc1ccccc1 (stereo unspecified),-5,-0.6,-2,/,-1,-0.1,/,-0.2,-1.1,-2,12
N#C/C(=C\N1CCOCC1)S(=O)(=O)c1ccc(Cl)cc1,3,0.8,-2,-1.2,2,-0.8,/,-0.6,-1.4,0,-2
Fc1cccc(F)c1/C=N/N1CCOCC1,2,3.4,7.9*,1.9,2,-0.1,1.0,0.2,-0.1,5,4
COc1cccc(CNC(=O)C(c2ccc(Cl)cc2)C(C)C)c1 (stereo unspecified),-3,-0.7,-1,-0.1,-11,-1.4,-0.4,-0.3,-0.8,-6,0
CN(C)c1cncc(C(=O)O)c1,-135,3.1,1,0.2,0,-3.4,0.0,-0.1,-1.8,-2,7
Cc1ccc(C)c(OCCCCN2CCNCC2)c1C,-4,1.3,-3,2.8,-2,0.1,-0.4,-0.2,-1.0,1,2
O=C1N=C(N2CCCC2)CN1c1ccccc1,0,-0.2,-2,1.7,1,2.2,0.1,0.2,-1.1,2,11
CC(C)n1c(N2CCN(S(=O)(=O)c3cccc([N+](=O)[O-])c3)CC2)nc2ccccc21,-1,-2.1,-2,-1.2,-3,-2.6,0.1,-0.7,-1.6,-6,-4
CCOCc1cn(CC(=O)c2ccc([N+](=O)[O-])cc2)c(C)nc1=N,-3,-1.6,-2,0.1,1,-1.0,-1.2,-0.8,-1.3,-4,-2

# Part of the list above, set out differently.
smiles	ADAM10 inh	hgDAF12 agonist	SMARCA2 activ	FXN GAA850 act	GC-A act	hcDAF-12 act	DAX1 inh-1	DAX1 inh-2	ssDAF12 agonist	GC-B act	sPLA2-III inh
O=C(Nc1nccs1)C1CC(=O)N(c2ccc(F)cc2)C1 (stereo unspecified)	1	1.0	2	0.6	-1	-0.3	-0.8	-0.3	-0.7	-3	1
COc1ccc(CNC(=O)CN(Cc2ccco2)C(=O)CCC(=O)Nc2ccccn2)cc1	-10	-1.9	-4	1.0	-3	-2.5	-0.2	0.0	-1.1	-2	4
CC1=C(C(=O)N2CCCCCC2)CC(CC(=O)NC2CCCCC2)C(=O)N1Cc1ccccc1 (stereo unspecified)	-5	-0.6	-2	/	-1	-0.1	/	-0.2	-1.1	-2	12
N#C/C(=C\N1CCOCC1)S(=O)(=O)c1ccc(Cl)cc1	3	0.8	-2	-1.2	2	-0.8	/	-0.6	-1.4	0	-2
Fc1cccc(F)c1/C=N/N1CCOCC1	2	3.4	7.9*	1.9	2	-0.1	1.0	0.2	-0.1	5	4
COc1cccc(CNC(=O)C(c2ccc(Cl)cc2)C(C)C)c1 (stereo unspecified)	-3	-0.7	-1	-0.1	-11	-1.4	-0.4	-0.3	-0.8	-6	0
CN(C)c1cncc(C(=O)O)c1	-135	3.1	1	0.2	0	-3.4	0.0	-0.1	-1.8	-2	7
Cc1ccc(C)c(OCCCCN2CCNCC2)c1C	-4	1.3	-3	2.8	-2	0.1	-0.4	-0.2	-1.0	1	2
O=C1N=C(N2CCCC2)CN1c1ccccc1	0	-0.2	-2	1.7	1	2.2	0.1	0.2	-1.1	2	11
CC(C)n1c(N2CCN(S(=O)(=O)c3cccc([N+](=O)[O-])c3)CC2)nc2ccccc21	-1	-2.1	-2	-1.2	-3	-2.6	0.1	-0.7	-1.6	-6	-4
CCOCc1cn(CC(=O)c2ccc([N+](=O)[O-])cc2)c(C)nc1=N	-3	-1.6	-2	0.1	1	-1.0	-1.2	-0.8	-1.3	-4	-2

# Remaining list, next part:
SMILES,ADAM10 inh,hgDAF12 agonist,SMARCA2 activ,FXN GAA850 act,GC-A act,hcDAF-12 act,DAX1 inh-1,DAX1 inh-2,ssDAF12 agonist,GC-B act,sPLA2-III inh
O=S(=O)(c1ccc(-n2cnnn2)cc1)N(C1CCCCC1)C1CCCCC1,-2,1.1,-2,-0.1,-11,1.9,0.0,0.7,-1.8,3,3
COc1ccc(-c2cc(=O)c3cc(OC)ccc3o2)cc1,-314,20*,9.8*,1.9,5,8.1*,3.3,9.0*,0.1,-5,-2
CCOc1ccc(C(C)NC(=O)C2CCN(S(=O)(=O)c3ccc(OC)cc3)CC2)cc1OCC (stereo unspecified),-2,-0.4,-1,1.3,-1,-1.3,0.1,-1.3,-1.7,-6,-2
CCOC(=O)N1CCN(C(=O)COC(=O)CNC(=O)c2ccc(OCC)c(OCC)c2)CC1,-2,0.8,-2,-0.7,-2,-1.3,-0.3,1.0,-1.1,1,1
COc1ccc(N2C(=S)N=C(Nc3cccc(C)c3)C23CCCCC3)cc1,0,0.3,-3,1.0,-6,1.3,0.7,0.1,0.2,-1,0
COC(=O)/C(=C\C(=O)c1ccc([N+](=O)[O-])cc1)Nc1ccc(OC)cc1,-3,-0.1,2,0.2,10,0.1,/,0.0,-0.9,1,-11
CN(C)c1ccc(C(=O)OCC(=O)NC2CCCCC2)cc1,2,2.8,2,5.0,-3,-0.6,1.9,-0.5,-0.8,-3,5
Cc1ccc(C)c(OC(=O)C2CSC3(C)CCC(=O)N23)c1C (stereo unspecified),-2,-0.3,0,2.2,0,1.0,0.1,-0.1,-1.4,-4,-5
CS(=O)(=O)c1ccc2nc(NC(=O)Nc3ccc(Cl)c(Cl)c3)sc2c1,6,-0.8,0,-0.4,-20,-2.0,-0.3,0.4,1.9*,-3,1
CC1CC(C)CN(CCCNC(=O)Cn2ncc3c([nH]c4ccccc43)c2=O)C1 (stereo unspecified),-4,1.7,0,-0.9,0,6.1*,-0.5,1.2,0.2,1,-1
CN(CC(=O)Nc1sccc1C(N)=O)S(=O)(=O)c1ccc(Cl)cc1,-18,-4.1,-2,-0.5,0,-0.4,-0.2,-0.8,-0.9,-3,5
CC(OC(=O)c1ccc(NC(=O)CC#N)cc1)C(=O)NCCC1=CCCCC1 (stereo unspecified),-8,-2.6,0,3.5,-3,-1.7,-0.9,0.9,-1.2,4,-66
Cc1ccc(NC(=O)c2ccc(Cl)cc2Cl)cc1O,-7,17*,0,1.4,-1,9.6*,7.7*,3.4,1.9*,3,-4
Cc1ccc(CNC(=O)C2CCC(=O)N2C2CCCCC2)cc1 (stereo unspecified),7,-1.1,-2,0.1,1,-1.6,0.6,0.1,-0.7,1,2
COc1ccccc1C(=O)N=c1sc2c(C)ccc(OC)c2n1C,-25,3.3,4,9.5*,10,0.3,-0.1,0.6,-1.0,-4,-2
COc1ccc(-c2nnc(SCC(=O)Nc3ccccc3)n2C)cc1,0,-2.4,2,2.6,-12,-0.5,1.2,-1.0,-1.3,-7,-1
COc1ccc(COCC(CC(C)C)N2CCN(C(=O)c3cccc(C(F)(F)F)c3)CCC2=O)cc1 (stereo unspecified),-1,-0.9,0,-0.1,-2,-1.4,1.4,-0.4,-0.9,-3,-7
COc1ccc(NC(=O)CCNC(=O)N2CC(=O)Nc3ccccc32)cc1,-10,3.3,-2,1.0,1,0.3,0.9,1.1,-0.8,-4,1
O=C(Nc1ccc(F)cc1)Nc1ccc2ccccc2n1,5,0.7,-1,2.3,-6,0.8,-0.9,-0.4,-0.9,-6,-5
CCN(CC)S(=O)(=O)c1cccc(C(=O)OC2CCOC2=O)c1 (stereo unspecified),-14,-0.6,-4,-0.9,9,-1.2,-0.1,-0.3,-1.2,0,-1
O=C(COc1ccccc1)Nc1cccc(-c2ccc(N3CCOCC3)nn2)c1,-19,13*,4,4.4,-1,3.2,0.2,7.9*,0.3,-7,7
Cn1c(C(=O)N2CCN(Cc3ccc4c(c3)OCO4)CC2)cc2sccc21,-2,-2.6,0,-1.6,1,-3.2,1.5,-1.4,-1.7,2,-4
COc1ccc2nc(-c3ccccc3)cc(C(=O)OCC(=O)NC3CC3)c2c1,-118,0.6,-2,0.4,1,4.5,-0.2,-0.3,-0.2,-2,14
COc1ccc(NC(=O)CC2S/C(=N\c3nccs3)N(C)C2=O)cc1 (stereo unspecified),0,-1.3,-1,2.3,-2,-1.9,1.1,0.1,0.1,-5,-16
CCCC(=O)NC(c1ccc(OC)c(OC)c1)c1c(O)ccc2ccccc12 (stereo unspecified),-59,-2.4,3,-0.2,-6,0.0,0.0,1.6,-1.0,-5,-13
